# AMA1 RON2 block = AMA1-RON2 (P. falciparum) interaction inhibition. hit rate 0.2% among 360,000. AID 720542. AlphaScreen AMA1-biotinylated RON2 peptide binding. Potency, µM (highest dose often 58.2 µM), without a hit: at the top dose activity change, negative = inhibition, actives largely listed as inhibitors;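 further: potency means the concentration at half of the fitted maximal effect; 0% = vehicle wells and -100% = peptide control; nearly all actives have a fitted effect of over 45% in size; some results filed as inactive show a strong effect at the top dose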
#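 AMA1 (3D7) with his tag at 25 nM final met compounds first, then biotinylated RON2 peptide at 25 nM; detection used donor plus acceptor beads, 10 µg/mL apiece, read by AlphaScreen after 30 min at room temperature.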
# AmpC detergent = blocks E. coli AmpC beta-lactamase in detergent assay. P00811. AmpC hydrolysis of nitrocefin, absorbance 480 nm, 0.01% Triton. Potency, µM (highest dose often 114 µM), without a hit: top-dose activity change, negative = inhibition, usual class: inhibitors. hit rate 0.041% among 370,000;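 further: potency means the concentration at half of the fitted maximal effect; 0% = no-compound wells and -100% = no-enzyme wells; nearly all actives have a fitted effect of over 25% in size; some results filed as inactive show a strong effect at the top dose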
# Target sequence (P00811 whole entry, looked up): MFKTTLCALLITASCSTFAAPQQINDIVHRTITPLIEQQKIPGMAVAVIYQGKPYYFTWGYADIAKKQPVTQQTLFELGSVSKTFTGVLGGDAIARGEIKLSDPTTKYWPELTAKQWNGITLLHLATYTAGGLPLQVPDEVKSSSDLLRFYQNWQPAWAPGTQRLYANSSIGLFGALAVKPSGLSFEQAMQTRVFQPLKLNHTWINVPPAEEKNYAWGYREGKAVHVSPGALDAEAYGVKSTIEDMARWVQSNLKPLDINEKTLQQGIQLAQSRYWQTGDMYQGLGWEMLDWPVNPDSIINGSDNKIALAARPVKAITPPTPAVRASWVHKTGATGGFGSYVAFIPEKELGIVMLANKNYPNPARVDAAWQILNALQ
#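 AmpC (5.3 nM in the dispensed reagent) in 20 mM phosphate pH 7.0 with 0.01% (detergent screen) or 0.0001% Triton X-100 was preincubated with compounds for 15 min at room temperature. Nitrocefin was then added from an 800 uM solution, and hydrolysis was followed at 480 nm.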
# FBPA Giardia inh = inhibitors of Giardia lamblia fructose-1,6-bisphosphate aldolase; A8B2U2; purified Giardia FBPA; Potency, µM (series often up to 59.6 µM), for the others: at the top dose activity, negative = inhibition, usual class: inhibitors; hit rate 0.71% among 290,000; AID 2451; further: potency means the concentration at half of the fitted maximal effect; nearly all actives have a fitted effect of over 55% in size
# Target sequence (A8B2U2 whole entry, looked up): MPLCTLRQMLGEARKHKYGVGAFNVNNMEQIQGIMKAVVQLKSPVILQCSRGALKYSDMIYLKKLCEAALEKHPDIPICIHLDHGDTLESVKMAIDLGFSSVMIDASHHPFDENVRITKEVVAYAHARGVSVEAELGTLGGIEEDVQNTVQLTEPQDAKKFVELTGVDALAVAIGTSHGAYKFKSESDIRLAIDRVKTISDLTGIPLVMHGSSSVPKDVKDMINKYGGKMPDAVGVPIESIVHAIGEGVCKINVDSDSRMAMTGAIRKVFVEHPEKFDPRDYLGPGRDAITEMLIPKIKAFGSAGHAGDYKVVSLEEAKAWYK
#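 40 nM FBPA preincubated 10 min at RT with compound (up to 57.5 uM final), then substrate plus GAPDH/TPI/NAD/arsenate coupling and diaphorase/resazurin added. Fluorescence read after 20 min at RT, 525/598 nm.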
# AmpC no deterg = blocks E. coli AmpC beta-lactamase in detergent-free assay | P00811 | AmpC nitrocefin hydrolysis, absorbance 480 nm, 0.0001% Triton | Potency, µM (top dose mostly 57.1 µM), inactives show top-dose activity change, negative = inhibition, usual class: inhibitors | hit rate 0.52% among 330,000;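 further: potency means the concentration at half of the fitted maximal effect; plate controls were no compound for no effect and no enzyme for full effect; nearly all actives have a fitted effect of over 20% in size; some results filed as inactive show a strong effect at the top dose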
#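 AmpC (5.3 nM in the dispensed reagent) in 20 mM phosphate pH 7.0 with 0.01% (detergent screen) or 0.0001% Triton X-100 was preincubated with compounds for 15 min at room temperature. Nitrocefin was then added from an 800 uM solution, and hydrolysis was followed at 480 nm.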
# Sm TGR block = blocks Schistosoma mansoni thioredoxin glutathione reductase. hit rate 3% among 360,000. purified TGR, DTNB reduction, TNB absorbance 405 nm. Potency, µM (doses to about 114 µM), inactives show top-dose activity change, negative = inhibition, actives largely listed as inhibitors. Q962Y6. AID 485364; further: potency means the concentration at half of the fitted maximal effect; nearly all actives have a fitted effect of over 60% in size
#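 Kinetic colorimetric format: TGR-catalysed, NADPH-driven DTNB reduction monitored via TNB absorbance. Enzyme dispensed at 20 nM; compound exposure 15 min at room temperature before reaction start.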
# HCMV inh = blocks human cytomegalovirus replication | HFF cells, HCMV-luciferase reporter, 72 h; stronger effect = lower value | hit rate 4.5% among 410,000 | AID 1259415 | activity change, negative = inhibition, % at 57.5 µM; in the data active means activity change below about -60%; inconclusive means no clear call, values can overlap the other calls; inactive means above about -39%
#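 Screen run at 2 compound doses on HFFs infected with reporter HCMV, MOI 1 PFU/cell. Luciferase activity from cell lysates at 72 h post infection gave inhibition relative to buffer-only and Salinomycin wells.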
# An asterisk follows results filed as active; ? = inconclusive; . = no result given; & = joins results of further samples; [ ] = remark or other dose. Unless noted, the call rests on the fitted dose curve; in most records, active means well fitted curve in the direction sought with a large enough effect; inconclusive means small, poorly fitted or top-dose-only effect, or another doubt; inactive means no such curve, though single readings can be large; an effect the other way counts as inactive or inconclusive. Unless noted, on the % scale 0 is the no-effect control and ±100 the full control effect.
SMILES,AMA1 RON2 block,AmpC detergent,FBPA Giardia inh,AmpC no deterg,Sm TGR block,HCMV inh
CN1C(=O)OC(C)(CCc2ccccc2)C1(C)O (stereo unspecified),-7%,?,-2%,13%,-14%,-12
Cc1nc(SCc2ccc(Cl)cc2)ncc1C(=O)O,27%,-6%,14%,-18%,-9%,2
Cc1cc(C)cc(N2C(=O)N(CC(=O)c3ccc(Br)cc3)c3ccccc3S2(=O)=O)c1,.,2%,.,.,-1%,-4
O=C(/C=C/c1ccccc1)Nc1cccnc1,-10%,?,-4%,-19%,-2%,56
COc1cc([N+](=O)[O-])ccc1N,-13%,2%,1%,-8%,-2%,29
C=CCOC(=O)C1CC=CCC1C(=O)Oc1ccc(F)cc1F (stereo unspecified),6%,-7%,-7%,0%,-2%,20
COc1ccc(N(Cc2cc3cc(OC)ccc3[nH]c2=O)S(=O)(=O)c2ccc(NC(C)=O)cc2)cc1,-9%,0%,.,153%[activator],-6%,-19
O=C(CN1C(=O)NC2(CCCCCC2)C1=O)Nc1ccc([N+](=O)[O-])cc1,10%,.,.,-10%,.,22
COCc1cc(C)nc(OCC(=O)N/N=C\c2cc(C)n(-c3cccc(C(F)(F)F)c3)c2C)c1C#N,-10%,-12%,-7%,94%[activator],-25%,20
O=C1c2[nH]nc(-c3ccccc3O)c2C(c2ccccc2F)N1Cc1cccnc1 (stereo unspecified),.,2%,.,.,-4%,1
Cc1ccsc1C(=O)N(C)C1CCS(=O)(=O)C1 (stereo unspecified),-2%,-5%,.,-6%,-8%,-20
COCCN(C(=O)COC(=O)CCCOc1ccccc1)c1c(N)n(Cc2ccccc2)c(=O)[nH]c1=O,-5%,-8%,.,57%,-5%,-1
COc1cccc(N2CCN(C(=O)C3CCN(S(=O)(=O)c4ccc5c(c4)oc(=O)n5C)CC3)CC2)c1,13%,-2%&12%,.,155%[activator],3%&-1%,-34&-8
COC(=O)c1ccccc1NC(=O)Oc1ccc(F)cc1,18%,2%,3%,-15%,-28%,-1
Cc1ccc(NC(=O)c2ccc3c(O)c(S(=O)(=O)c4ccccc4)c(=O)[nH]c3c2)cc1Cl,.,5%,.,.,-10%,6

# Structures listed so far with an aryl methoxy group, in the order listed:
SMILES,AMA1 RON2 block,AmpC detergent,FBPA Giardia inh,AmpC no deterg,Sm TGR block,HCMV inh
COc1cc([N+](=O)[O-])ccc1N,-13%,2%,1%,-8%,-2%,29
COc1ccc(N(Cc2cc3cc(OC)ccc3[nH]c2=O)S(=O)(=O)c2ccc(NC(C)=O)cc2)cc1,-9%,0%,.,153%[activator],-6%,-19
COc1cccc(N2CCN(C(=O)C3CCN(S(=O)(=O)c4ccc5c(c4)oc(=O)n5C)CC3)CC2)c1,13%,-2%&12%,.,155%[activator],3%&-1%,-34&-8

# Continuation.
SMILES,AMA1 RON2 block,AmpC detergent,FBPA Giardia inh,AmpC no deterg,Sm TGR block,HCMV inh
Cc1ccc(NC(=O)NC(=O)COc2ccc(Cl)cc2Cl)c(C)c1,-2%,-1%,4%,-18%,0%,?
CCOC(=O)CNC(=O)c1cc2c(=O)oc3ccccc3c2s1,.,?,.,.,9%,2
Cc1ccc2c(c1)C1(C(=O)N2C)N2CC3(C)CN1CC(C)(C2)C3=O (stereo unspecified),-5%,-17%,2%,-12%,7%[11.4 µM],?
CC(=O)NNc1cc(N2CCOCC2)nc(N2CCOCC2)n1,46%[activator],1%,-26%,-5%,0%,23
CCn1cc(C(=O)NCc2ccccc2F)c(=O)c2ccc(C)nc21,9%,-4%,-8%,-2%,2%,.
Clc1cccc(/C=N/Nc2nc(Cl)nc3ccccc23)c1,70%[activator],-1%,-9%,-29%,11%,-31
COc1ccc2c(c1)c1nc3ccccc3nc1n2Cc1ccc(OC(C)C)c(OC)c1,25%,-7%,3%,-15%,6%,23
COc1cc(NC(=O)c2cccc(S(=O)(=O)N3CCCCC3)c2)cc(OC)c1OC,-17%,.,.,-8%,.,73
COc1ccc(C(=S)N2CCCC2)cc1OC,3%,-1%,0%,-8%,-5%,25
Cn1c2ccccc2c2nn(-c3ccccc3)c(=O)cc21,6%,?,5%,32%,-3%,-25
FC(F)(F)c1ccc(-n2ccnc2)nc1,-1%,-15%,8%,-3%,0%,-25
Cc1nc(N2CCCC2)c2c(C(=O)Nc3cccc(Cl)c3)c(C)oc2n1,.,1%,.,.,-10%,-6
CC12CN3CC(C)(CN(C1)C3c1ccccc1F)C2 (stereo unspecified),6%,-1%,1%,-13%,0%,23
CC(C)Sc1nc2ccccc2[nH]1,0%,2%,0%,-10%,-12%,-23
CC(=O)N1CCCc2cc(S(=O)(=O)N3CCCC(C(=O)Nc4cc(C)ccc4C)C3)ccc21 (stereo unspecified),9%,-1%,.,95%[activator],2%,-18
CCOc1ccc(S(=O)(=O)n2cc(-c3ccccc3)c(N)n2)cc1,-8%,-4%,3%,-38%,8%,74
CC(=O)Nc1cccc(Cl)c1C(=O)O,7%,?,7%,-19%,0%,26
CC1CCCCN1CC(=O)Nc1sc2c(c1C#N)CCC2 (stereo unspecified),53%[activator],-13%,-6%,-12%,1%,-16
CCCc1nc2oc3ccccc3c(=O)c2c(=O)n1-c1ccccc1,12%,-7%,1%,2%,11%,31
O=C(NC1CCCCC1)c1cc(S(=O)(=O)N2CCCC2)ccc1Cl,-15%,3%,15%,-5%,6%,-37
COc1ccc(CCN(C)CC(=O)Nc2ccc(F)c(Cl)c2)cc1OC,11%,6%,-8%,70%[activator],-4%,-16
Cc1ccc(CC(=O)NCc2ccc(F)cc2)cc1,-7%,?,0%,-10%,10%,-18
C=CCn1c2ccccc2c(=O)c2cc(C#CC[C@@H](C)O)ccc21,46%[activator],-5%,.,28%,50µM*,211
CCOC(=O)C(C)Oc1nc(Oc2ccccc2)nc(N(C)C)n1 (stereo unspecified),8%,1%,12%,-19%,33%,15
O=C(OCc1ccccc1)c1ccc(Br)o1,-11%,-8%,-1%,-37%,0%,-30
COc1ccccc1NC(=O)CSc1nnc(NC(=O)Nc2ccc(C)cc2)s1,.,1%,.,.,-6%,-86*
CCCCCCC1/C(=N\NC(=O)c2ccccc2)CCC1C(=O)OC (stereo unspecified),73%[activator],-15%,23%,-1%,4%,11
O=c1[nH]c(=O)n(Cc2ccccc2)c(O)c1/C=N/NCCO,51%[activator],-1%,-6%,-34%,-8%,-33
COC(=O)CNC(=O)COC(=O)Cc1ccc(Cl)cc1,-4%,?,0%,-6%,-3%,-2
COc1ccc(Cl)cc1NC(=O)c1nnn(Cc2cccc(C(F)(F)F)c2)c1N,.,11%,.,.,2%,-13
CCCCCOC(=O)c1ccc(NC(=O)c2ccco2)cc1,-7%,3%,-3%,9%,0%,-17
Cc1cccc(Oc2nc(-c3cccc([N+](=O)[O-])c3)nc3ccccc23)c1C,-7%,?,13%,-36%,-1%,-11
O=C(CCSc1ccccc1)N1CCOCC1,-8%,?,-1%,-17%,-7%,151
CCOC(=O)c1c(NC(=O)CSc2cccc[n+]2[O-])sc(C(=O)Nc2ccccc2)c1C,-2%,11%,?,26%[11.4 µM],-3%,53
CCOC(=O)C1Oc2ccccc2C(C(=O)OC)=C1C(=O)OC (stereo unspecified),8%,.,2%[89.2 µM],-4%,.,.
O=C1CCC(C(=O)Nc2nnc(C3CC3)s2)=NN1,13%,-5%,?,-8%,5%,-22
O=C(O)[C@@H]1Cc2c([nH]c3ccccc23)C2CCC(=O)N21 (stereo partly specified),38%[activator],-2%,-3%,-23%,?,69
CC1CN(C(=O)CCC(=O)NCc2cccc(Cl)c2)c2ccccc2S1 (stereo unspecified),.,-10%,.,.,2%,10
COC(=O)Cc1[nH]nc2c1C(c1cccc(OC)c1OC)C(C#N)=C(N)O2 (stereo unspecified),40%[activator],?,-7%,-11%,-14%,-13
O=C(Cc1cc(=O)[nH]c(=O)[nH]1)NCCN1CCOCC1,39%,-6%,-16%,-10%,?,?
CCN1CCN(C(c2ccccc2F)c2nnnn2Cc2ccc3c(c2)OCO3)CC1 (stereo unspecified),-9%,-10%,12%,-1%,?,-21
N=c1n(CCO)c2ccccc2n1CCOc1ccccc1,12%,-19%,1%,-11%,0%,?
COc1ccc(S(=O)(=O)N2CCCC2)cc1C(=O)O,0%,?,7%,-3%,7%,-2
Cn1c(SCC(=O)Nc2nccs2)nnc1-c1ccco1,0%,0%,-6%,-12%,-32%,-6
Cc1ccc(OCC(=O)N2CCN(CCc3ccncc3)CC2)cc1,.,23%,.,.,-21%,-10
CC1(C)CC(n2c(=S)[nH]c3ccccc3c2=O)CCO1 (stereo unspecified),60%[activator],1%,-17%,-1%,2%,27
Cc1cccn2c(=O)c(/C=C(\C#N)S(=O)(=O)c3ccccc3)c(Oc3ccc(Cl)cc3)nc12,3%,?,3%,-23%,6%,75
Cc1ccc(C2=NS(=O)(=O)N(C)C(C(=O)NCc3cccs3)=C2)cc1,-14%,-5%,2%,-41%,-4%,-4
CC1(C)CC(=O)C2=C(C1)OC(/N=C/N1CCOCC1)=C(C#N)C2c1ccccc1 (stereo unspecified),-22%,?,?,25%,0%,-16
CCOC(=O)CSc1nnc(-c2cccc(Cl)c2)n1CC,-12%,?,3%,21%,-7%,7
COc1cc(/C=C(\C#N)C(=O)NCC2CCCO2)ccc1OCCC(C)C (stereo unspecified),-4%,0%,-1%,159%[activator],1%,-3
COc1cccc(C2c3c(oc4ccc(C)cc4c3=O)C(=O)N2CCCN2CCOCC2)c1OC (stereo unspecified),.,5%,.,.,?,21

# One compound at a time, from the list above. Order of screens: AMA1 RON2 block, AmpC detergent, FBPA Giardia inh, AmpC no deterg, Sm TGR block, HCMV inh
# Entry for COCc1cc(C)nc(OCC(=O)N/N=C\c2cc(C)n(-c3cccc(C(F)(F)F)c3)c2C)c1C#N : -10%, -12%, -7%, 94%[activator], -25%, 20
# Entry for COC(=O)c1ccccc1NC(=O)Oc1ccc(F)cc1 : 18%, 2%, 3%, -15%, -28%, -1
# Entry for CC1CCCCN1CC(=O)Nc1sc2c(c1C#N)CCC2 (stereo unspecified) : 53%[activator], -13%, -6%, -12%, 1%, -16
# Entry for O=C(Cc1cc(=O)[nH]c(=O)[nH]1)NCCN1CCOCC1 : 39%, -6%, -16%, -10%, ?, ?
